# Assay outcomes: PubChem, Sanford-Burnham Center for Chemical Genomics
# NR3A LBD binder: modulates the human NR3A ligand-binding domain. 340,000 compounds, 2.5% hits. Tm shift relative to glycine control, % at 25 µM. NR3A LBD differential scanning fluorimetry, Tm shift; 0% = protein alone, 100% = glycine-bound protein;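 active means melting temperature shift of at least 10% of the positive control shift, at one fixed dose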
# CCR6 antag: CCR6 (human) receptor antagonism; P51684; CHO-K1 CCR6 PathHunter beta-arrestin, luminescence, CCL20-stimulated; inhibition, % at 20 µM; 340,000 compounds, 0.49% hits; AID 493098;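 active means compounds whose inhibition of the agonist-driven luminescence signal at 20 µM reaches about 50%, limit read from the data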;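 further: cells stimulated with CCL20 at 14 nM final; plate controls were DMSO with CCL20 for no effect and DMSO without agonist for full effect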
# APOBEC3A inh: human APOBEC3A DNA deaminase inhibition. recombinant A3A, FAM/TAMRA ssDNA deamination fluorescence. 330,000 compounds, 0.41% hits. P31941. inhibition, % at 20 µM;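 active means at least 40% inhibition at 20 µM here, with at most 30% in a related deaminase screen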;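 further: plate controls were A3A with DMSO for no effect and wells lacking A3A enzyme for full effect; some results filed as inactive read as strong as hits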
# Target sequence (P31941 whole entry, looked up): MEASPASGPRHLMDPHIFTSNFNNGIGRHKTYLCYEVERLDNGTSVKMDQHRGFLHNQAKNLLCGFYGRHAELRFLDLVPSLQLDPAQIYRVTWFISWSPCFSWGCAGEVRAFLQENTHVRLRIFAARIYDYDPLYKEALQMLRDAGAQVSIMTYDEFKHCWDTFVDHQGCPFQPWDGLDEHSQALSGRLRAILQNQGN
# EBI2 block: blocks human EBI2 receptor beta-arrestin signaling; 360,000 compounds, 0.81% hits; inhibition, % at 5 µM; EBI2 beta-arrestin recruitment, luminescence, 7a,25-OHC stimulated; AID 651636; P32249; in the data active means inhibition above about 38%;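 further: enzyme fragment complementation signal reports receptor beta-arrestin coupling in cells; 0% = agonist plus DMSO wells and 100% = wells without agonist; some results beyond the cut were filed as inactive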
# Target sequence (P32249 whole entry, looked up, the tested form may be a part): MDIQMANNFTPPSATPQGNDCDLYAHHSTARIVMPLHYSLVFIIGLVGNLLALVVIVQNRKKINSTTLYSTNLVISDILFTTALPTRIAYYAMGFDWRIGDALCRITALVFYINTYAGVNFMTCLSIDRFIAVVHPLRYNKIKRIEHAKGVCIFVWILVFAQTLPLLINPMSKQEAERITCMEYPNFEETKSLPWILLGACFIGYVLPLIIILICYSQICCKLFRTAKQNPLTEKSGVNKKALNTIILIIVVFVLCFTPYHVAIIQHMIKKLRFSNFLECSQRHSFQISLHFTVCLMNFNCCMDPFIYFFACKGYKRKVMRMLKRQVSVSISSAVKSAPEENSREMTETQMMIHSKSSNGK
# CXCR6 inh: inhibitors of human CXCR6 receptor; O00574; CHO-K1 PathHunter CXCR6 beta-arrestin, luminescence; inhibition, % at 20 µM; 360,000 compounds, 0.36% hits; AID 602244; in the data active means inhibition above about 34%, passing the limit was not always enough;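 further: antagonist mode with CXCL16 agonist at 10 nM final; 0% = 10 nM CXCL16 with DMSO and 100% = unstimulated wells without agonist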
# Target sequence (O00574 whole entry, looked up): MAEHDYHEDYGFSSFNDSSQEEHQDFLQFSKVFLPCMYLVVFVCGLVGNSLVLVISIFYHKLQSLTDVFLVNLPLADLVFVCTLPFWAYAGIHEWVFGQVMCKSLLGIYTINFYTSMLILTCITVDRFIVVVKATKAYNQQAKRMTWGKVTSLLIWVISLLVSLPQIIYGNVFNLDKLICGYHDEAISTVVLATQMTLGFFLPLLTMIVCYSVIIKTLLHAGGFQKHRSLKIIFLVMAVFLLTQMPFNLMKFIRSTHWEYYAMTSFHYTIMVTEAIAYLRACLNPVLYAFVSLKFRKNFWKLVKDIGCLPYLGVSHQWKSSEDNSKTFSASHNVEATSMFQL
# Gli-Sufu antag: blocks Gli-Sufu signaling in a luciferase reporter. Sufu-KO-LIGHT fibroblasts, Gli luciferase reporter luminescence. inhibition, % at 5 µM. 340,000 compounds, 0.74% hits. AID 588413;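 active means inhibition above about 55%, limit read from the data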;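 further: 0% = DMSO-treated cells and 100% = wells with medium but no cells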
# MPTP block: permeability transition pore inhibition. isolated mouse mitochondria, Ca2+ swelling absorbance, 30 min. inhibition, % at 10 µM. 360,000 compounds, 1.4% hits;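 active means inhibition of 50% or more, scaled per plate between neutral and stimulator controls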;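 further: 0% = DMSO wells given calcium and 100% = 1 mM EGTA wells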
# A3G deaminase: inhibitors of human APOBEC3G DNA deaminase. inhibition, % at 20 µM. recombinant A3G, ssDNA deamination FAM/TAMRA fluorescence. 330,000 compounds, 0.28% hits. AID 493012. Q9HC16;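 active means inhibition of at least 40% at 20 µM, with no more than 30% in the related APOBEC3A deaminase screen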;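 further: plate controls were DMSO wells with A3G for no effect and wells lacking A3G enzyme for full effect; some compounds called inactive have numbers as strong as hits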
# * = called active by the depositor; · = no result given.
# Below each SMILES: NR3A LBD binder	CCR6 antag	APOBEC3A inh	EBI2 block	CXCR6 inh	Gli-Sufu antag	MPTP block	A3G deaminase
> Clc1ccc(NCc2cccnc2)c(Cl)c1
 : 0	4	-6	3	5	-14	0.9	-7
> C=CCn1c(=O)/c(=C/c2ccc(Cl)cc2)s/c1=C(\C#N)c1nnc2n1CCCCC2
 : -1	14	·	16	15	6	-0.9	·
> COc1ccc(-c2nc(NC(=O)C3CCN(c4nc5ccccc5o4)CC3)sc2C)cc1
 : -4	-5	-2	-1	6	26	2.8	-3
> CC(C)(C)NCCOc1ccc2ccccc2c1
 : 0	-14	-2	5	5	4	-0.2	-8
> CN(C)S(=O)(=O)Nc1ccccn1
 : -411	-10	0	3	0	0	1.1	2
> C/C(=N\NC(=S)NC(C)C)c1ccc(Cl)s1
 : 10	16	1	1	26	-19	2.8	2
> O=C1NC(=O)C(c2ccccc2[N+](=O)[O-])=C1Nc1ccc(O)c(Cl)c1
 : -4	16	5	-2	-10	-5	0.7	5
> CC1CC(Nc2ccccc2)c2ccccc2N1C(=O)c1cccnc1 (centres undefined)
 : 3	7	-1	5	1	3	2.3	-5
> COc1ccccc1C(=O)NC(CCSC)C(=O)NNC(=O)c1csc(N2CCOCC2)n1 (centres undefined)
 : 0	12	-3	-4	4	0	-1.3	-7
> CC(C)CC(=O)NC(C)C(c1cccs1)N1CCOCC1 (centres undefined)
 : 2	-2	-4	-5	-4	4	-0.9	-6
> Cc1cc(-n2c(C)cc(C(=S)N3CCOCC3)c2C)ccc1Br
 : 2	26	1	11	-3	5	1.2	-2
> CNS(=O)(=O)c1ccc2c3c(cccc13)C(=O)N2C
 : 7	9	-2	-7	-5	5	0.7	-6
> Cc1ccc(C(=O)c2cc([N+](=O)[O-])ccc2N2CCCCC2)cc1
 : 1	40	0	14	12	48	2.2	-5
> O=C(C1COc2ccccc2O1)N1CCCC1 (centres undefined)
 : -3	12	-4	-4	3	-13	1.9	-6
> CC(OC(=O)c1nccnc1N)C(=O)Nc1ccc(S(=O)(=O)N2CCCC2)cc1 (centres undefined)
 : 0	-2	-1	-2	0	-5	-1.1	13
> Cc1ccc(NC(=O)Cn2cnc3c(nnn3Cc3ccc(F)cc3)c2=O)cc1
 : -1	4	-2	-2	1	12	1.3	-6
> Cc1cc2nc(-c3ccc(SCC(=O)Nc4ccc(S(=O)(=O)NC5CC5)cc4)nc3)[nH]c2cc1C
 : 32*	-3	1	28	-11	-66	9.9	-1
> CC(C)CCOP(=O)(c1ccc(N(C)C)cc1)C(O)c1ccccc1F (centres undefined)
 : -2	15	1	-7	12	-6	2.1	-7
> Cc1ccc(C(=O)NC(=S)NNC(=O)COc2ccc([N+](=O)[O-])cc2)cc1
 : -13	14	-7	4	4	20	-0.6	25
> Cc1cccc(N2CCN(C(=O)CSc3ccsc3[N+](=O)[O-])CC2C)c1 (centres undefined)
 : -2	21	1	19	-5	11	-3.9	0
> CCc1nn2cc(C(=O)c3cc(C)ccc3O)cnc2c1-c1ccc(F)cc1
 : -5	12	-1	7	-3	9	13	-8
> NC(=O)c1c(N)sc2c1CCC2
 : 6	14	0	0	2	3	-1.1	-2
> COC(=O)c1[nH]c2ccc(F)cc2c1NS(=O)(=O)c1ccc(F)c(C)c1
 : -10	20	5	7	-3	6	-21	-1
> COc1ccc(NC(=S)N(CCCN2CCCC2)Cc2ccco2)cc1
 : -1	3	-4	10	11	9	-0.1	-14
> CC(=O)Nc1ccc(Nc2nc3c(S(=O)(=O)c4ccc(C)c(C)c4)nnn3c3ccccc23)cc1
 : 15*	9	0	14	-3	20	9.9	-1
> COC(=O)c1cc(OC)c(OC)cc1NC(=S)N1CCN(c2ccccn2)CC1
 : -2	-4	2	1	-17	1	0.0	-9
> COc1ccc(C2/C=C\CN(CC3CC3)CC(=O)N2Cc2ccc(F)cc2)cc1 (centres undefined)
 : -2	10	-1	-2	5	-17	0.4	-8
> Cc1ccc(NCc2n[nH]c(=S)n2-c2ccccc2)cc1Cl
 : 0	-9	-7	1	-7	2	-0.1	11
> COc1ccc(NC(=O)c2oc3ccccc3c2NC(=O)C2CC2)cc1OC
 : 2	13	3	3	-6	-3	2.2	-6
> Cc1cc(C)cc(N2CC(C)Cn3c2nc2c3c(=O)[nH]c(=O)n2C)c1 (centres undefined)
 : 0	-1	-3	-1	3	15	0.5	-4
> COc1ccc(S(=O)(=O)N2CCCCCC2)cc1NC(=O)c1ccccc1F
 : 1	17	7	1	1	-3	-2.1	7
> O=C(NC1CSC/C1=N\O)c1ccccc1 (centres undefined)
 : -1	-1	-2	-9	-6	-6	1.4	-3
> Cc1ccc(S(=O)(=O)N2CCN(C(=O)NCc3ccc(F)cc3)CC2)c(C)c1
 : -3	8	-2	68*	-1	14	1.6	-5
> COc1cc(C2c3cc4c(cc3OC(N3CCCC3)C2C)OCO4)cc(OC)c1O (centres undefined)
 : 0	4	·	-8	-3	18	-0.9	·
> CCN1C(=O)[C@H]2[C@@H](c3ccc(-c4cccc(Cl)c4)c(OC)c3)N[C@@](C)(C(=O)OC)[C@H]2C1=O
 : -5	6	0	0	3	9	-0.1	27
> Cc1c(/C=N\NC(=O)C2COc3ccc(C(C)(C)C)cc3O2)c2ccccc2n1C (centres undefined)
 : 10*	-5	-1	0	0	0	1.5	-8
> Nc1nc(-c2ccc(Oc3ccccc3)cc2)cs1
 : -6	6	-8	-14	-12	-45	-1.9	-7
> Cn1c2c(c(=O)n(C)c1=O)C(c1ccc(C(F)(F)F)cc1)CC(=O)N2 (centres undefined)
 : -1	10	-1	4	4	14	-1.7	20
> CCCC1(C(=O)OCC)NC(c2cc(OC)c(OC)c(OC)c2)C2C(=O)N(CC)C(=O)C21 (centres undefined)
 : 0	4	6	-7	2	-7	0.1	3
> CNC(=S)NNC(=O)c1cccc(C(F)(F)F)c1
 : 0	3	1	3	-2	4	-2.6	-3
> COCC(=O)OCn1nnc2ccccc2c1=O
 : 1	6	6	4	-7	1	-2.1	1
> COC(=O)c1sc(N)c(C(=O)OC)c1COC(=O)CNS(=O)(=O)c1ccc(C)cc1
 : 13*	14	-4	-4	7	1	-0.6	-3
> CC(C)CCN(C(=O)c1csnn1)C(C(=O)NC1CCCC1)c1ccccc1 (centres undefined)
 : -1	10	-6	-1	2	-18	0.7	-8
> COc1cc(NC(=S)NN2CCN(C)CC2)cc(OC)c1
 : -3	10	-2	-8	-1	15	2.1	-8
> CC(C)c1ccc(C2c3[nH]c4ccccc4c3C[C@H]3C(=O)N(c4ccccc4C(=O)N4CCC(C(=O)O)CC4)C(=O)N23)cc1 (some centres undefined)
 : -2	-6	2	5	-4	4	3.4	15
> O=C(CCNC(=O)c1ccc([N+](=O)[O-])cc1)Nc1cc(Cl)ccc1N1CCOCC1
 : 0	5	3	16	-4	3	8.0	-1
> Oc1ccc(C(=S)N2CCN(Cc3ccccc3)CC2)cc1
 : 2	6	5	18	-10	5	3.1	39
> COc1cc(C(=O)Oc2ccc3c(c2)OCC3=O)cc(OC)c1OC
 : 0	15	3	1	2	4	1.8	5
> CCCCNC(=O)c1onc(CSc2ccc(F)c(F)c2)c1C(=O)NCCCC
 : -14	14	0	2	5	0	2.0	-3
> COC(=O)c1ccccc1NC(=O)CSc1nnc(-c2cccnc2)o1
 : -2	2	4	-10	8	-16	-2.7	-7

# Further results.
# Below each SMILES: NR3A LBD binder	CCR6 antag	APOBEC3A inh	EBI2 block	CXCR6 inh	Gli-Sufu antag	MPTP block	A3G deaminase
> CC1CCc2nc3sc4c(c3c(N)c2C1)CCCC4 (centres undefined)
 : -9	-2	0	18	-2	-44	88*	-3
> CN(C)c1ccc(/C=N/NC(=O)c2ccco2)cc1
 : 1	3	-1	5	-4	-60	1.4	-1
> CCN1CCN(c2ccc([N+](=O)[O-])cc2C(=O)c2ccc(Cl)cc2)CC1
 : 2	0	-4	8	14	5	-0.4	-7
> Cc1c(C(C)(C)O)[nH]c2ccc(C(F)(F)F)cc12
 : -11	1	0	-22	-11	4	2.2	-9
> COCCCNC(=O)CSc1ccc(Cl)cc1
 : -4	-4	-1	-3	7	-8	0.2	-2
> O=C1C=C(c2cccc(Cl)c2)C[C@@H](c2ccc(Cl)cc2)C1
 : -4	25	-4	53*	2	-4	1.1	-8
> CCCc1nnc(NC(=O)C2CCN(C(=O)C3CC(=O)N(c4ccc(C)cc4)C3)CC2)s1 (centres undefined)
 : -4	3	-1	6	-1	8	-0.5	-7
> CCC(Oc1ccccc1C)C(=O)Nc1ccc(S(=O)(=O)Nc2cc(C)on2)cc1 (centres undefined)
 : 4	10	-5	3	3	12	-2.7	-5
> Cn1c(CNC(=O)CCNC(=O)c2ccc(Br)cc2)cc(=O)n(C)c1=O
 : 0	-2	-5	-1	-1	43	-0.1	-3
> O=C(CSc1nc2ccccc2s1)N1c2ccccc2Sc2ccc(Cl)cc21
 : 0	17	0	14	7	-4	1.7	-7
> CC1CC(C)CN(S(=O)(=O)c2ccc(F)c(C(=O)Nc3ccc(Cl)cc3F)c2)C1 (centres undefined)
 : -3	-2	12	3	-10	-8	1.2	3
> COc1cc(Cn2c(C(=O)O)cc3sccc32)cc(OC)c1OC
 : -3	-2	-1	1	-2	-12	-0.3	-2
> COc1cc(Cl)c(C)cc1NC(=O)COC(=O)c1cc(SC)ccc1Cl
 : -1	13	-3	-3	2	-2	-1.8	-3
> Cc1ccc(CNCc2cccnc2)s1
 : 0	13	1	0	1	-3	0.9	0
> O=C(O)CC/C(=N/Nc1ccc([N+](=O)[O-])cc1)C(=O)O
 : 0	17	-2	1	-12	2	0.6	-1
> CCc1ccc(NC(=O)c2cc(-c3ccco3)on2)cc1
 : -10	11	1	20	10	-14	0.5	-6

# For convenience, 12 of the compounds above:
# Below each SMILES: NR3A LBD binder	CCR6 antag	APOBEC3A inh	EBI2 block	CXCR6 inh	Gli-Sufu antag	MPTP block	A3G deaminase
> COc1cc(NC(=S)NN2CCN(C)CC2)cc(OC)c1
 : -3	10	-2	-8	-1	15	2.1	-8
> CC(C)c1ccc(C2c3[nH]c4ccccc4c3C[C@H]3C(=O)N(c4ccccc4C(=O)N4CCC(C(=O)O)CC4)C(=O)N23)cc1 (some centres undefined)
 : -2	-6	2	5	-4	4	3.4	15
> O=C(CCNC(=O)c1ccc([N+](=O)[O-])cc1)Nc1cc(Cl)ccc1N1CCOCC1
 : 0	5	3	16	-4	3	8.0	-1
> Oc1ccc(C(=S)N2CCN(Cc3ccccc3)CC2)cc1
 : 2	6	5	18	-10	5	3.1	39
> COc1cc(C(=O)Oc2ccc3c(c2)OCC3=O)cc(OC)c1OC
 : 0	15	3	1	2	4	1.8	5
> CCCCNC(=O)c1onc(CSc2ccc(F)c(F)c2)c1C(=O)NCCCC
 : -14	14	0	2	5	0	2.0	-3
> COC(=O)c1ccccc1NC(=O)CSc1nnc(-c2cccnc2)o1
 : -2	2	4	-10	8	-16	-2.7	-7
> CC1CCc2nc3sc4c(c3c(N)c2C1)CCCC4 (centres undefined)
 : -9	-2	0	18	-2	-44	88*	-3
> CN(C)c1ccc(/C=N/NC(=O)c2ccco2)cc1
 : 1	3	-1	5	-4	-60	1.4	-1
> CCN1CCN(c2ccc([N+](=O)[O-])cc2C(=O)c2ccc(Cl)cc2)CC1
 : 2	0	-4	8	14	5	-0.4	-7
> Cc1c(C(C)(C)O)[nH]c2ccc(C(F)(F)F)cc12
 : -11	1	0	-22	-11	4	2.2	-9
> COCCCNC(=O)CSc1ccc(Cl)cc1
 : -4	-4	-1	-3	7	-8	0.2	-2
